RNase H inhibition: RNase H inhibition, HIV 1 Gag Pol polyprotein, FRET biochemical assay, screening (AID 372); HIV-1 RT RNase H, FRET RNA/DNA substrate fluorescence; higher % means a stronger effect; inhibition, % at 10 µM; hits with a dose series show IC50 in µM; hit rate 0.77% among 100,000; in the data active = inhibition above about 50%
Numbers without * were called inactive. Not all compounds are listed; rates above refer to the full screens.

No.	mol	RNase H inhibition
1	COc1ccc(C2C3COC(C)(C)CC3=NN2C(C)=O)cc1 (stereo not drawn)	6%
2	CC(Sc1ccccc1)C(=O)Nc1ccc(F)cc1 (stereo not drawn)	10%
3	Brc1ccc2[nH]c3c(c2c1)CCCC3=NCc1ccccc1	19%
4	COc1ccc(NC(=O)C2=C(C)NC(=O)NC2c2ccccc2Br)cc1 (stereo not drawn)	17%
5	Cn1c(=O)c(C(=O)NCCc2ccccc2)c(O)c2ccccc21	6%
6	Cc1cc(Br)cc2c(N=Nc3cccc4cccnc34)c(O)[nH]c12	16%
7	O=S(=O)(Nc1ccc(O)c(-c2c(O)ccc3ccccc23)c1)c1cc(Cl)ccc1Cl	41%
8	CCOc1cc(C2C(C(=O)OCC(C)C)=C(C)NC3=C2C(=O)CC(c2ccc(Cl)cc2)C3)cc(Br)c1O (stereo not drawn)	23%

More entries:
No.	mol	RNase H inhibition
9	Cc1ccc(S(=O)(=O)Nc2ccc(-c3csc(N)n3)cc2)cc1	15%
10	Cc1c(C(=O)Nc2ccc3oc(-c4ccncc4)nc3c2)oc2ccccc12	27%
11	CC1=CC(C)(C)Nc2ccc(OC(=O)Cc3cccc4ccccc34)cc21	23%
12	COc1ccc(CC(=O)N2N=C(C)CC2(O)c2cccnc2)cc1OC (stereo not drawn)	0%
13	COc1ccc(-n2c(O)c(C=NCc3ccccc3)c3ccccc3c2=O)cc1	0%
14	c1ccc(OCCCCN2CCCCC2)cc1	3%
15	CN(CCS(=O)(=O)OCC(F)(F)F)c1ccc(C=O)cc1	0%
16	Cc1c(Cl)cccc1-c1ccc(C(=O)Nc2ccc(Cl)cc2)o1	20%

(list continues)
No.	mol	RNase H inhibition
17	Nc1[nH]nc2ncc3cc4ccccc4nc3c12	14%
18	CCOc1ccc(N2C(=O)CC(NCCc3ccc(Cl)cc3)C2=O)cc1 (stereo not drawn)	0%
19	CCN(CC)c1ccc(/C=c2\sc3n(c2=O)C(c2ccc(OC)cc2OC)C(C(C)=O)=C(C)N=3)c(OC)c1 (stereo not drawn)	16%
20	Cc1ccc(-c2nc(-c3ccccc3)c(-c3ccc(C(=O)c4ccc(F)cc4)cc3)[nH]2)cc1	16%
21	COc1cc(C(=O)N2CCN(Cc3cccc(F)c3)CC2)cc(OC)c1OC	1%
22	Clc1cccc(C2Nc3cccc4cccc(c34)N2)c1	18%
23	CCOC(=O)/C(=C/c1c[nH]c2ccccc12)C(C)=O	15%
24	Cc1cc(/C=C2\C(=O)NC(=O)N(c3ccccc3F)C2=O)c(C)n1-c1ccc(C(=O)O)c(Cl)c1	12%

(next part)
No.	mol	RNase H inhibition
25	O=C(c1c(F)cccc1F)N1CCN(c2cc(N3CCCCC3)c(F)cc2[N+](=O)[O-])CC1	6%
26	CC1=NN(C(=O)c2cc(Br)ccc2O)C(O)(c2ccccc2)C1 (stereo not drawn)	19%
27	CCC(=O)c1ccc(N2CCN(C(=O)c3ccccc3F)CC2)c(F)c1	0%
28	CCC(=O)NC(c1ccc(C)cc1)c1c(O)ccc2ccccc12 (stereo not drawn)	0%
29	C=CCn1c(O)c(/C=C2\C(C)=Nc3ccc(C)cc32)sc1=S	4%
30	CCCC(=O)Nc1ccc(-c2cc3ccccc3oc2=O)c(C)c1	4%
31	COc1ccccc1N(CC(=O)NCCc1ccccc1)S(=O)(=O)c1ccccc1	8%
32	CCOC(=O)c1c(C)oc2cc(Br)c(OCC(=O)OCc3ccccc3)cc12	0%

New compounds follow:
No.	mol	RNase H inhibition
33	O=C(NC(=S)Nc1ccc2nn(-c3cccc4ccccc34)nc2c1)c1ccc(Cl)cc1	46%
34	O=C(CSc1nc2ccccc2c(=O)[nH]1)c1ccc(O)cc1O	0%
35	CN(C)c1ccc(/C(=N\O)c2ccccc2)cc1	11%
36	O=c1nc(/C=C/c2cc3c(cc2Br)OCO3)cc(C(F)(F)F)[nH]1	6%
37	O=S(=O)(c1ccc(F)cc1)N1CCCc2ccccc21	15%
38	CCOC(=O)C1=C(C)N=c2s/c(=C\c3ccc(C)cc3)c(=O)n2C1c1cccc([N+](=O)[O-])c1 (stereo not drawn)	3%
39	C/C(=N\N1CCN(Cc2ccc(C)cc2)CC1)c1ccccc1O	11%
40	CC1CCCN(CC(O)COc2ccc(Cl)cc2)C1 (stereo not drawn)	15%

Other entries follow.
No.	mol	RNase H inhibition
41	C/C=C/C1OCC2(CO)C(C)C=C(C)C1C2C (stereo not drawn)	35%
42	O=[N+]([O-])c1ccc(C=Nc2ccccc2O)cc1	15%
43	C/C=C/c1ccc(OCCOCCOc2ccc(CC)cc2)c(OC)c1	14%
44	CCN(CC)c1ccc(/C=N/NC(=O)c2cc(-c3ccccc3)n[nH]2)cc1	27%
45	CCCCCCc1nnc(NC(=O)OCC)s1	7%
46	O=C(COc1ccccc1F)Nc1nc(-c2cccs2)c(NC(=O)c2ccccc2)s1	0%
47	O=C(Nc1nc(CC23CC4CC(CC(C4)C2)C3)cs1)c1ccc(F)cc1	0%
48	COc1ccc(N(C)S(=O)(=O)c2ccc(C)cc2)c([N+](=O)[O-])c1	8%

New compounds follow:
No.	mol	RNase H inhibition
49	COC(=O)C1=CN(CCc2ccccc2)C=C(C(=O)OC)C1c1ccc(OC)c(OC)c1	11%
50	CC1CCc2cc(F)ccc2N1C(=O)COc1ccc(Cl)cc1 (stereo not drawn)	8%
51	O=C(CCC(=O)Nc1ccccc1)N/N=C/c1cccnc1	3%
52	COc1cc(C(O)C[N+](=O)[O-])ccc1OCc1ccccc1 (stereo not drawn)	9%
53	CC1=C(C(=O)OC2CCCCC2)C(c2ccc(C)cc2)C2=C(CCCC2=O)N1 (stereo not drawn)	8%
54	CCCCOc1ccc(C(=O)NC(=S)Nc2ccc(C)c(C)c2)cc1	16%
55	CCC(C)c1ccc(OCCOCCOc2ccc(C)cc2OC)cc1 (stereo not drawn)	25%
56	O=C(N/N=C/c1ccc(OCC(=O)N2CCCCC2)cc1)c1ccccc1	2%

Random excerpt: five records from the list
No.	mol	RNase H inhibition
53	CC1=C(C(=O)OC2CCCCC2)C(c2ccc(C)cc2)C2=C(CCCC2=O)N1 (stereo not drawn)	8%
54	CCCCOc1ccc(C(=O)NC(=S)Nc2ccc(C)c(C)c2)cc1	16%
56	O=C(N/N=C/c1ccc(OCC(=O)N2CCCCC2)cc1)c1ccccc1	2%
49	COC(=O)C1=CN(CCc2ccccc2)C=C(C(=O)OC)C1c1ccc(OC)c(OC)c1	11%
51	O=C(CCC(=O)Nc1ccccc1)N/N=C/c1cccnc1	3%

Later entries:
No.	mol	RNase H inhibition
57	O=C(Nc1ccc(N2CCOCC2)cc1)c1ccc(-c2ccccc2[N+](=O)[O-])o1	14%
58	O=[N+]([O-])c1ccc(Cl)c(N2CCCC2)c1	40%
59	CCOc1ccc(CN(CCc2ccc3c(c2)OCO3)Cc2cc(OC)c(OC)c(OC)c2)cc1	7%
60	COc1cccc(/C=N/NC(=O)CSc2nnc(-c3ccccc3)n2-c2ccccc2)c1OC	10%
61	COc1ccccc1/C=N/NC(=O)c1ccc(Cl)cc1	3%
62	O=C(N/N=C/c1cc(Br)ccc1F)c1ccccc1O	1%
63	CC1(C)Cc2c(c(-c3ccccc3)[nH]c(=O)c2C#N)CO1	11%
64	Cc1cccc(C)c1NC(=S)NC(=O)/C=C/c1ccccc1	10%

Further entries.
No.	mol	RNase H inhibition
65	COc1c(Br)cc(Cl)cc1/C=C1\C(=O)NC(=S)N(c2ccc(C)cc2)C1=O	28%
66	CCOc1ccc(C(=O)Nc2ccc3oc(-c4ccc(F)cc4)nc3c2)cc1[N+](=O)[O-]	12%
67	COc1ccccc1N=Cc1ccc(C=Nc2ccccc2OC)cc1	12%
68	Cc1nc(SCC(=O)c2cc3ccccc3oc2=O)c(C#N)c(C)c1C	8%
69	O=C(c1ccccc1Br)N1CCN(c2cc(N3CCCC3)c(F)cc2[N+](=O)[O-])CC1	20%
70	Cc1ccc(C(=O)Nc2ccc(NC(=O)c3ccc(Br)cc3)cc2)cc1C	16%
71	O=C(CCCN1C(=O)/C(=C\c2ccc(F)cc2)SC1=S)Nc1cc([N+](=O)[O-])ccc1O	19%
72	CCOC(=O)c1cc2n(n1)C(C(F)(F)F)CC(c1ccco1)N2 (stereo not drawn)	11%

The results go on:
No.	mol	RNase H inhibition
73	CCC(C)c1ccc(O)c(NC(=S)NC(=O)c2ccc([N+](=O)[O-])cc2)c1 (stereo not drawn)	17%
74	O=C(CC1OC(=O)c2ccccc21)c1ccccc1 (stereo not drawn)	1%
75	CCOC(=O)C(CC)Oc1ccc2c(C)c(CC)c(=O)oc2c1 (stereo not drawn)	3%
76	COc1ccc(CCNC(=O)COc2ccc(C)cc2Br)cc1	14%
77	O=C(NC(=S)Nc1ccccc1[N+](=O)[O-])c1cccc2c(Br)cccc12	11%
78	Cc1cccc(NC(=O)Nc2c(C)n(C)n(-c3ccccc3)c2=O)c1	9%
79	CC(C)CC(=O)Nc1ccc(S(N)(=O)=O)cc1	0%
80	O=C(NCCCCc1ccccc1)c1ccc(F)cc1	0%

Continued.
No.	mol	RNase H inhibition
81	CCOc1ccc(Nc2ncnc3sc(CC)cc23)cc1	11%
82	Oc1c(/C=C2/C=Nc3ccccc32)sc(=S)n1Cc1ccccc1	7%
83	COc1cc(-c2nc3ccccn3c2/N=C/c2ccc(Cl)cc2Cl)ccc1O	15%
84	CCc1ccc(NC(=O)COc2ccc(C)cc2)cc1	4%
85	CCOC(=O)C1=C(N)OC2=C(C(=O)CC(C)(C)C2)C1c1cccc(Br)c1 (stereo not drawn)	0%
86	CC1=C(C(=O)Nc2ccc(Cl)cc2)C(c2ccccc2F)NC(=S)N1 (stereo not drawn)	0%
87	Cc1cccc(N2CCN(C(=S)c3ccc(OCc4ccccc4)cc3)CC2)c1	7%
88	COc1ccc(CN2CCN(C(=O)c3ccc(OC)cc3)CC2)cc1	13%

The list continues.
No.	mol	RNase H inhibition
89	COc1cc(C(=O)NC(=S)Nc2cc(-c3nc4ncccc4o3)ccc2C)cc(OC)c1OC	17%
90	COc1ccc(C(=O)N/N=C(\C)c2ccc(OC)c(Br)c2)cc1	3%
91	COc1cc(C(=O)NC(=S)Nc2cccc(-c3nc4ncccc4o3)c2C)cc(OC)c1OC	17%
92	COc1ccc(C(=O)NC(=S)Nc2cc(-c3nc4cc(C)cc(C)c4o3)ccc2C)cc1OC	10%
93	COc1ccc(/C=C2/C(=O)NC(=O)N(CCc3ccc(F)cc3)C2=O)c(OC)c1	5%
94	O=C(N(c1cccc(C(F)(F)F)c1)C1C=CS(=O)(=O)C1)C(F)(F)F (stereo not drawn)	14%
95	CC(C)CNC(=O)c1ccc2c(c1)C(=O)N(c1ccccc1-c1ccccc1)C2=O	2%
96	Cc1ccc(NCC(=O)N/N=C\c2ccc(-c3ccc(Cl)c(Cl)c3)o2)cc1	15%

(continued)
No.	mol	RNase H inhibition
97	Cc1ccccc1OCC(=O)Nc1nccs1	12%
98	O=C(c1cccnc1)N1CCN(S(=O)(=O)c2ccc([N+](=O)[O-])cc2)CC1	22%
99	O=C(CC(c1ccccc1)c1ccccc1)Nc1ccc2c(c1)OCO2	5%
100	Cc1nnc(SC(=O)Cn2c3ccccc3c3ccccc32)s1	37%
101	CCOC(=O)C1=C(C)N=c2s/c(=C\c3ccc(OCc4ccc([N+](=O)[O-])cc4)cc3)c(=O)n2C1c1ccccc1 (stereo not drawn)	8%
102	Cc1cccc(NC(=O)C(CC(C)C)N2C(=O)c3cc(Cl)c(Cl)cc3C2=O)c1 (stereo not drawn)	9%
103	COc1ccc(CN2CCN(Cc3c[nH]c4ccccc34)CC2)cc1	13%
104	O=C(COc1ccccc1Cl)Nn1cnnc1	10%

Carrying on.
No.	mol	RNase H inhibition
105	COc1cccc2cc(C(=O)Nc3ccccc3C(=O)O)c(=O)oc12	44%
106	CN(C(=O)c1cccs1)c1ccccc1C(=O)O	3%
107	CCOc1ccc(S(=O)(=O)N(CC(=O)NCc2ccco2)c2ccc(C)cc2)cc1	2%
108	Cc1cc(OCCCCCCN2CCCC2)cc(C)c1Cl	23%
109	O=C1c2cccc3ccc(Cl)c(c23)C(=O)N1Oc1ccc([N+](=O)[O-])cc1[N+](=O)[O-]	3%
110	O=[N+]([O-])c1ccc(CNC2CCCc3ccccc32)cc1 (stereo not drawn)	21%
111	COc1ccc(NC(=O)COc2ccccc2OC)c(OC)c1	5%
112	CCOc1cc(/C=N/NC(=O)CSc2nc(C)cc(C)n2)ccc1O	20%

Continuation:
No.	mol	RNase H inhibition
113	CC(C)Cc1c(O)nc(SCCN2CCOCC2)[nH]c1=O	2%
114	O=C(O)c1cc(-c2ccc3ccccc3c2)nc2ccccc12	14%
115	Cc1nc(-c2ccccc2)nc(N/N=C/c2ccco2)c1C	0%
116	CCCCOc1ccc(/C=C(/C#N)c2nc3ccccc3[nH]2)cc1	6%
117	Cc1ccccc1/C=N/N1CCN(Cc2ccccc2Cl)CC1	10%
118	O=C(COc1ccc(Cl)cc1Cl)Nc1ccc(-c2ccccc2)cc1	7%
119	CCCCNCCCCCCOc1ccc(Cl)cc1	4%
120	CCCOC(=O)c1ccc(NC(=O)COc2ccc(C(C)C)cc2)cc1	6%

Next part:
No.	mol	RNase H inhibition
121	Cc1cccc(C(=O)O/N=C(\c2ccncc2)c2ccc([N+](=O)[O-])cc2)c1	4%
122	COc1ccccc1NS(=O)(=O)c1c(C)cc(C)c([N+](=O)[O-])c1C	18%
123	CC1CCc2c(sc3nc(-c4cccs4)oc(=O)c23)C1 (stereo not drawn)	11%
124	Cc1ccc2nc(N=C(N)N)nc(C)c2c1	3%
125	Cc1cc(C)n(CNc2cccc(Cl)c2)n1	5%
126	O=c1cc(Nc2cccc(Br)c2)[nH]c(=O)[nH]1	2%
127	CCOC(=O)c1c(C)[nH]c(/C=C2\C(=O)C=Cc3ccccc32)c1O	13%
128	Cc1c(C2N3CC4(C)CN2CC(C)(C3)C4=O)c2ccccc2n1C (stereo not drawn)	0%

The listing continues.
No.	mol	RNase H inhibition
129	CC(C)c1ccc(/C=N/n2nnnc2Nc2ccccc2)cc1	0%
130	Cc1ccc(C(=O)Nc2ccccc2C(=O)NCCC(=O)O)cc1	0%
131	COc1ccc(-c2csc(Nc3cccc(C(C)=O)c3)n2)cc1OC	14%
132	CC1=C(C(=O)OCCc2ccccc2)C(c2ccccc2F)NC(=O)N1 (stereo not drawn)	4%
133	Cc1ccc(S(=O)(=O)Nc2cccc3ccccc23)cc1[N+](=O)[O-]	0%
